TAAR1 ag: human TAAR1 agonists, primary screen, Fluo-8 calcium fluorescence, CHO RD-HGA16 cells; Trace amine-associated receptor 1 (Homo sapiens), Q96RJ0; vehicle wells 0%, saturating PEA agonist 100%; activation, % at 3 µM; 360,000 compounds, 0.99% hits;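 active = activation above the mean activation of all test compounds in the run plus 3 SD, cut at about 38% in these data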
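Test system: RD-HGA16 (CHO) cells co-expressing Gα16 and hTAAR1 / Benchmarks: DMSO vehicle as 0%, PEA at EC100 as 100% / Repeats: no replicates (n 1) / Measure: % activation from peak over basal fluorescence ratio, DMSO-to-PEA scaled / Timing: 17-24 h plating, Fluo-8 75 min 37 °C, 30 min RT / Technique: kinetic Fluo-8 calcium fluorescence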
CHRM5 PAM: human M5 muscarinic receptor positive allosteric modulators, primary screen, CHO-K1 cells, Fluo-8 calcium fluorescence | Muscarinic acetylcholine receptor M5 (Homo sapiens), P08912 | AID 624038, 2012 | activation, % at 3 µM | 360,000 compounds, 0.3% hits | CHO-K1 hM5, ACh EC20 PAM; 0% = ACh EC20, 100% = ACh EC100;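 active = activation above the run cutoff, the mean activation of all test compounds plus 3 SD, cut at about 18% in these data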
Target sequence (P08912 whole entry, looked up): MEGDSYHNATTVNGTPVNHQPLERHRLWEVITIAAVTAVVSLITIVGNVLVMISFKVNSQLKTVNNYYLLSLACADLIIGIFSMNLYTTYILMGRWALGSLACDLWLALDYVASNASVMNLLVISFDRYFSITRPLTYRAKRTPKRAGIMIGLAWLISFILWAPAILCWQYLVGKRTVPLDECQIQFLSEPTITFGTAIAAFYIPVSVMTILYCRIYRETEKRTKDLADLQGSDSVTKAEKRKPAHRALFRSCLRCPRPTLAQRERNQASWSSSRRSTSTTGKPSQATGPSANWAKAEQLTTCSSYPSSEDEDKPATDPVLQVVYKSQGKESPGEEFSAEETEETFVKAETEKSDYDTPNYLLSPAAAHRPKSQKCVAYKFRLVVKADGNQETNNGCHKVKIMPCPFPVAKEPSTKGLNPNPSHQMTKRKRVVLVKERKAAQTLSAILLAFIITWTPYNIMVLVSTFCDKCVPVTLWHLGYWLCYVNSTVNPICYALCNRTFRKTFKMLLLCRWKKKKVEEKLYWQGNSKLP
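system = human M5 receptor in CHO-K1 cells | compound = one concentration, 3 µM final (nominal) | schedule = Post-acetylcholine fluorescence recording 140 s | signal = Fluo-8 calcium dye fluorescence, kinetic read | benchmarks = low control EC20 acetylcholine (0%), high control EC100 acetylcholine (100%) | repeats = singlicate, one well per test compound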
CHRM1 antagonist: human M1 muscarinic receptor antagonists, primary screen, CHO-K1 cells, Fluo-8 calcium fluorescence, 1536-well. CHO-K1 hM1, ACh EC80 antagonist. Muscarinic acetylcholine receptor M1 (Homo sapiens), P11229. inhibition, % at 3 µM. AID 588852, 2011. 360,000 compounds, 1.3% hits;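 active = percent inhibition above its own plate's cutoff, namely the mean of that plate's compound wells plus 3 SD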;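 also: peak over basal fluorescence ratio during 140 s after agonist addition; 0% = ACh EC80 plus DMSO and 100% = DMSO alone without agonist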
Target sequence (P11229 whole entry, looked up): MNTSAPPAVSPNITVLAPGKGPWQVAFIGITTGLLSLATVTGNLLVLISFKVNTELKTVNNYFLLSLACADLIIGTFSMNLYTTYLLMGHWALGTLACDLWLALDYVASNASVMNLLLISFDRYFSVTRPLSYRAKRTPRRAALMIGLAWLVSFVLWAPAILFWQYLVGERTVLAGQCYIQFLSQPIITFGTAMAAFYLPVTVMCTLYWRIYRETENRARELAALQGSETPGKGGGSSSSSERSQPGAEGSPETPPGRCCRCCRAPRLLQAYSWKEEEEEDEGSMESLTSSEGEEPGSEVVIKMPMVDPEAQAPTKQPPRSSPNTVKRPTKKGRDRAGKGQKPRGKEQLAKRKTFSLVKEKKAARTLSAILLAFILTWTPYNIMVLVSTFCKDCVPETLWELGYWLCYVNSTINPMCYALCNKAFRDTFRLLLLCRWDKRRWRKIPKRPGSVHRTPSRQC
CHRM5 antagonist: human M5 muscarinic receptor antagonists, primary screen, CHO cells, Fluo-8 calcium fluorescence. Muscarinic acetylcholine receptor M5 (Homo sapiens), P08912. inhibition, % at 3 µM. 360,000 compounds, 0.59% hits. CHO-hM5 cells, ACh EC80;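 active = inhibition above a per-plate cutoff, the mean of that plate's test compounds plus 3 SD, cut at about 27% in these data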;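 also: 0% = acetylcholine EC80 with DMSO and 100% = DMSO without agonist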
CHRM1 PAM: human M1 muscarinic receptor positive allosteric modulators, primary screen, CHO-K1 cells, Fluo-8 calcium fluorescence, 1536-well; activation, % at 3 µM; Muscarinic acetylcholine receptor M1 (Homo sapiens), P11229; 360,000 compounds, 0.088% hits; CHO-K1 hM1, ACh EC20; 0% = ACh EC20, 100% = maximal ACh; in the data active = activation above about 19%, passing the limit was not always enough
M1 ag: human M1 muscarinic receptor agonists, primary screen, Fluo-8 calcium fluorescence, CHO-K1 cells, HTS; 360,000 compounds, 0.33% hits; CHO-K1 hM1, agonist mode; 0% DMSO, 100% acetylcholine EC100; AID 588814, 2011; Muscarinic acetylcholine receptor M1 (Homo sapiens), P11229; activation, % at 3 µM;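 active = activation above the run's mean compound activation plus 3 SD, cut at about 16% in these data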;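 also: peak over basal fluorescence ratio within a 140 s kinetic read after compound addition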
M4 antag: human M4 muscarinic receptor antagonists, primary screen, CHO cells, Fluo-8 calcium fluorescence; 360,000 compounds, 0.73% hits; AID 624125, 2012; Muscarinic acetylcholine receptor M4 (Homo sapiens), P08173; CHO-hM4 cells, ACh EC80; inhibition, % at 3 µM;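 active = inhibition above its plate's cutoff, the mean inhibition of sample wells plus 3 SD, cut at about 27% in these data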;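 also: 0% = acetylcholine EC80 with DMSO and 100% = DMSO without agonist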
CHRM5 agonist: human M5 muscarinic receptor agonists, primary screen, CHO-K1 cells, Fluo-8 calcium fluorescence; Muscarinic acetylcholine receptor M5 (Homo sapiens), P08912; CHO-K1 hM5 cells; 0% DMSO wells, 100% maximal acetylcholine response; activation, % at 3 µM; 360,000 compounds, 0.19% hits;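 active = activation above the run's mean over test compounds plus 3 SD, cut at about 23% in these data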;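 also: signal is peak over basal fluorescence ratio across the kinetic read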
M4 ag: human M4 muscarinic receptor agonists, primary screen, CHO-K1 cells, Fluo-8 calcium fluorescence; Muscarinic acetylcholine receptor M4 (Homo sapiens), P08173; CHO-K1 hM4/Gqi5; vehicle 0%, full acetylcholine response 100%; activation, % at 3 µM; 360,000 compounds, 0.14% hits; AID 624127, 2012;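 active = activation above the run mean over all test wells plus 3 SD, cut at about 32% in these data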;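 also: peak over basal fluorescence ratio per well then scaled between controls; 0% = DMSO wells and 100% = acetylcholine at EC100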
The depositor's hits bear a star; nt = no result given. Not all compounds are listed. The share of hits here may be higher or lower than overall.

No.	M4 antag	M1 ag	CHRM5 antagonist	CHRM1 antagonist	TAAR1 ag	CHRM1 PAM	CHRM5 PAM	M4 ag	CHRM5 agonist	canonical_smiles
1	5	16*	-1	16	1	5	-2	0	2	O=C(Nc1ccccc1C(=O)N1CCCC1)c1ccccc1
2	10	-3	11	22	3	-7	-17	-1	-5	COc1ccc(OC)c(NC(=O)CSCc2cnn(-c3ccccc3)c2-n2cccc2)c1
3	8	7	1	8	11	12	8	2	5	CCO[C@@H]1OC(C(=O)N2CCOCC2)=C[C@H](c2coc3ccccc3c2=O)[C@H]1CCCO
4	6	-7	7	-1	-2	1	-6	0	-2	Cc1cc(C)cc(NC(=O)CSc2nc3c(c(=O)[nH]2)CN(Cc2ccc(F)cc2)CC3)c1
5	6	0	-3	-29	9	11	3	0	-1	CNC(=O)c1ccc(OC2CSC2)cc1
6	9	-2	13	-2	1	0	10	2	-4	COC(=O)Cn1cnc2scc(-c3ccc(C)cc3)c2c1=O
7	11	-2	4	-6	1	3	-2	2	2	CCOc1cc(-c2nc(C)c(C(C)=O)n2O)ccc1OCC(=O)Nc1ccc(F)cc1
8	3	-8	-4	0	3	8	4	0	-3	Cc1noc(NS(=O)(=O)c2ccc(NC(=O)CSc3nc4c(cc3C#N)CCCCC4)cc2)c1C
9	-8	-1	0	-9	12	13	11	0	0	c1ccc2c(c1)nc1n2CC2CON(C3CCCCC3)C12 (stereo not drawn)
10	-5	-2	7	-1	55*	1	1	4	-3	O=[N+]([O-])c1cccc(NC(=S)N2CCc3ccccc3C2)c1
11	3	-3	16	-5	7	3	-21	4	-8	CSc1nc2ccc(NC(=O)c3c(-c4ccccc4)noc3C)cc2s1
12	8	-5	0	-11	10	8	1	4	1	CCN1CCN(C(=S)c2ccc(OCC(=O)Nc3ccc(OC)cc3)cc2)CC1

One compound at a time, as listed above.
Profile of `CCOc1cc(-c2nc(C)c(C(C)=O)n2O)ccc1OCC(=O)Nc1ccc(F)cc1` = M4 antag = 11; M1 ag = -2; CHRM5 antagonist = 4; CHRM1 antagonist = -6; TAAR1 ag = 1; CHRM1 PAM = 3; CHRM5 PAM = -2; M4 ag = 2; CHRM5 agonist = 2
Profile of `CSc1nc2ccc(NC(=O)c3c(-c4ccccc4)noc3C)cc2s1` = M4 antag = 3; M1 ag = -3; CHRM5 antagonist = 16; CHRM1 antagonist = -5; TAAR1 ag = 7; CHRM1 PAM = 3; CHRM5 PAM = -21; M4 ag = 4; CHRM5 agonist = -8

The listing picks up; the 4 compounds before the break are reprinted first.
No.	M4 antag	M1 ag	CHRM5 antagonist	CHRM1 antagonist	TAAR1 ag	CHRM1 PAM	CHRM5 PAM	M4 ag	CHRM5 agonist	canonical_smiles
9	-8	-1	0	-9	12	13	11	0	0	c1ccc2c(c1)nc1n2CC2CON(C3CCCCC3)C12 (stereo not drawn)
10	-5	-2	7	-1	55*	1	1	4	-3	O=[N+]([O-])c1cccc(NC(=S)N2CCc3ccccc3C2)c1
11	3	-3	16	-5	7	3	-21	4	-8	CSc1nc2ccc(NC(=O)c3c(-c4ccccc4)noc3C)cc2s1
12	8	-5	0	-11	10	8	1	4	1	CCN1CCN(C(=S)c2ccc(OCC(=O)Nc3ccc(OC)cc3)cc2)CC1
13	-7	-6	13	-6	-3	6	-2	2	-4	COc1cccc(N(CC(=O)NC2CC3CCC2C3)S(=O)(=O)c2ccccc2)c1 (stereo not drawn)
14	-4	-4	18	9	9	-3	-12	5	-2	COc1ccc(CNC(=O)OCCN2CCN(Cc3ccccc3)CCC2=O)cc1
15	-11	-2	-10	-2	8	4	6	1	5	CC[C@@H]1[C@H]2CCCC(=O)N3CC[C@@H](C[C@H]1O)[C@@H]23
16	-2	-8	-4	-2	3	0	2	0	-4	Cc1cc(=O)n2[nH]c(N)c(N=Nc3ccccc3F)c2n1
17	2	0	-3	-12	-1	5	4	1	6	Cc1cccc(NC(=O)c2cc3ccccc3oc2=O)c1
18	0	-2	11	14	13	2	0	7	4	OC(CNC1CCCC1)COc1ccc(-c2ccccc2)cc1 (stereo not drawn)
19	8	-4	-10	3	7	0	-6	2	-2	CCCN1C(=O)/C(=C/c2ccc3c(c2)OCO3)NC1=S
20	-10	-3	0	-13	2	5	13	2	-1	Cc1c(C(=O)N(Cc2ccccc2)Cc2cccnc2)cnn1-c1ccc(F)cc1
21	-10	-5	4	8	6	-1	8	1	2	O=C(CCCN1C(=O)NC2(CCCC2)C1=O)N1CCN(S(=O)(=O)c2ccccc2)CC1
22	-9	-2	-3	3	4	3	1	5	8	COc1ccc(OC)c(NC(=O)CN2C(=O)NC3(CCCc4ccccc43)C2=O)c1 (stereo not drawn)
23	10	-1	19	-14	3	13	-3	2	-2	CCCCN(C(=O)c1ccccc1OCc1ccc(F)cc1)c1c(N)n(CCC)c(=O)[nH]c1=O
24	-16	-2	-6	-9	1	8	0	0	0	Nc1ncnc2nn(C3OC(CO)C(O)C3O)nc12 (stereo not drawn)

Other structures follow:
No.	M4 antag	M1 ag	CHRM5 antagonist	CHRM1 antagonist	TAAR1 ag	CHRM1 PAM	CHRM5 PAM	M4 ag	CHRM5 agonist	canonical_smiles
25	-5	-7	4	-11	-2	1	0	-1	0	CCc1ccc(N2CC(C(=O)Nc3ccc(OC)c(S(=O)(=O)N4CCOCC4)c3)CC2=O)cc1 (stereo not drawn)
26	-1	-1	-5	0	23	5	0	3	3	CCOC(=O)Cc1nnc(NC(=O)COc2ccc(F)cc2)s1
27	1	-6	7	-1	nt	1	1	1	-8	COc1ccc(NC(=O)CSc2nc3c(sc4ccccc43)c(=O)n2CCCN2CCCC2)cc1
28	0	-2	0	-13	0	4	3	0	0	COc1ccccc1C(=O)NNC(=O)c1ccc(C)cc1
29	3	-3	2	-3	1	-2	-6	3	3	COc1ccc(C(=O)N/N=C/c2ccc(OC(=O)c3cccs3)cc2)cc1
30	-4	-3	3	-12	6	8	5	0	-6	CC1(C)CC(=O)C=C(NNC(=O)C2CCCCC2)C1
31	-4	-4	2	-18	0	15	6	0	0	O=C(CSc1nc2ccccc2o1)NCC1CCCO1 (stereo not drawn)
32	-4	-6	6	1	-1	-4	-2	3	-1	O=C(/C=C/c1ccc2c(c1)OCCCO2)c1ccccc1O
33	-3	-4	9	20	-1	-7	-5	2	-3	CC(C)Cn1c(=O)c2ccccc2n2c(CCC(=O)NCc3ccccn3)nnc12
34	3	5	9	-10	7	5	-5	5	9	O=C(C=C=Nc1ccccc1)C(=O)N=C=Cc1ccccc1
35	-7	5	8	17	22	-9	-12	13	7	CCC(C(=O)Nc1nccs1)(C(F)(F)F)C(F)(F)F
36	-3	-4	-5	-6	1	9	1	1	1	COCCOC(=O)C1=C(C)NC(=S)NC1c1cccs1 (stereo not drawn)

Additional entries follow.
No.	M4 antag	M1 ag	CHRM5 antagonist	CHRM1 antagonist	TAAR1 ag	CHRM1 PAM	CHRM5 PAM	M4 ag	CHRM5 agonist	canonical_smiles
37	4	-2	1	7	4	-8	-6	5	2	CCc1ccc(/C=C/C(=O)c2ccc(N3CCOCC3)cc2)cc1
38	10	-3	-7	-8	-2	9	4	0	-1	Cc1cc(C)cc(N(CC(=O)NC2CCC(C)CC2)S(=O)(=O)c2c(C)[nH]c(=O)[nH]c2=O)c1 (stereo not drawn)
39	-6	-6	11	-22	1	11	4	1	-7	COc1ccc(NC(=O)NCCN2CCN(c3cc(OC)ccc3OC)CC2)cc1
40	-10	-2	-3	-4	-1	5	2	1	-4	Cn1nnc(NC(=S)NC(=O)c2cc(Cl)ccc2Cl)n1
41	-4	-4	0	1	4	5	-6	3	-3	COC(CNC(=O)C1CCN(C(=O)c2cc3oc(C)cc3n2Cc2c(F)cccc2Cl)CC1)OC
42	4	-4	13	-8	0	-1	-12	6	3	CN(Cc1ccccc1F)C(=O)CN1CCN(S(=O)(=O)c2ccc3c(c2)OCCCO3)CC1
43	-1	-5	8	11	3	-6	3	-1	0	COC(=O)c1ccc(C23CC4(C2)[C@H](CN(CC2CCCCC2)[C@@H]4c2ccccc2)C3c2ccccc2)cc1 (stereo partly drawn)
44	8	-4	7	-6	0	12	-5	2	-2	Cc1ccc(S(=O)(=O)N2CCN(C(=O)/C=C/c3ccco3)CC2)cc1
45	-31	-3	-1	-15	4	11	5	2	-3	CC(C)(C)c1ccccc1NC(=O)c1ccc(-n2cncn2)c([N+](=O)[O-])c1
46	-14	-3	-3	-12	15	5	1	2	-3	CCOc1cnn(-c2cc(Oc3ccc(C)cc3)ncn2)c(=O)c1Cl
47	-1	-1	1	-19	3	7	2	2	3	COc1cccc(NC(=O)CN(C)C(=O)c2ccccc2OCc2c(C)noc2C)c1
48	-15	0	-15	2	0	2	-2	8	1	CC(NC(=O)COc1ccc(-c2ccccc2)cc1)C1CCCO1 (stereo not drawn)

Continued.
No.	M4 antag	M1 ag	CHRM5 antagonist	CHRM1 antagonist	TAAR1 ag	CHRM1 PAM	CHRM5 PAM	M4 ag	CHRM5 agonist	canonical_smiles
49	-16	1	0	-19	17	10	-3	14	-1	CC1(Cc2ccc(Cl)c(Cl)c2)C(=O)Nc2ccc(S(=O)(=O)NC3CCCCC3)cc21 (stereo not drawn)
50	5	-9	6	-1	5	0	-4	1	-2	CCC(=O)Nc1ccc2ccccc2c1
51	-16	-1	12	-15	3	5	2	6	-4	CCc1nn(C(C)C(=O)N(C)Cc2ccccc2)c(=O)c2cc3occc3n12 (stereo not drawn)
52	5	-4	7	-16	22	1	3	1	-2	CN1CCN(c2nc(N3CCN(CCO)CC3)nc3ccccc23)CC1
53	8	-2	6	16	12	-12	-12	6	1	CCn1c(SCC(=O)c2cc(C)n(-c3ccc(C(=O)OC)cc3)c2C)nnc1-c1cccnc1
54	-6	-2	5	-12	0	9	5	3	0	CCOc1ccc(NC(=O)CSc2nnc(CNC(=O)c3cccs3)o2)cc1
55	1	-6	5	1	6	3	7	-1	0	CN(C(=O)c1ccc(NC(=O)Cc2cccc(NC(=O)C3CCCN(C(=O)C4CCCC4)C3)c2)cc1)C1CCCC1 (stereo not drawn)

Screens deposited in PubChem BioAssay by The Scripps Research Institute Molecular Screening Center.
